Screens: PubChem, National Center for Advancing Translational Sciences (NCATS)
AmpC detergent = qHTS Inhibitors of AmpC Beta-Lactamase (assay with detergent) | 370,000 tested, 0.041% active | AID 485294, 2010 | P00811 | AmpC hydrolysis of nitrocefin, absorbance 480 nm, 0.01% Triton | Potency, µM (top dose mostly 114 µM), without a hit: at the highest dose activity change, negative = inhibition, hits mostly inhibitors;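 note: potency is the fitted concentration of half-maximal effect; 0% = no-compound wells and -100% = no-enzyme wells; nearly all actives have a fitted effect of over 25% in size; some results filed as inactive show a strong effect at the top dose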
Target sequence (P00811 whole entry, looked up): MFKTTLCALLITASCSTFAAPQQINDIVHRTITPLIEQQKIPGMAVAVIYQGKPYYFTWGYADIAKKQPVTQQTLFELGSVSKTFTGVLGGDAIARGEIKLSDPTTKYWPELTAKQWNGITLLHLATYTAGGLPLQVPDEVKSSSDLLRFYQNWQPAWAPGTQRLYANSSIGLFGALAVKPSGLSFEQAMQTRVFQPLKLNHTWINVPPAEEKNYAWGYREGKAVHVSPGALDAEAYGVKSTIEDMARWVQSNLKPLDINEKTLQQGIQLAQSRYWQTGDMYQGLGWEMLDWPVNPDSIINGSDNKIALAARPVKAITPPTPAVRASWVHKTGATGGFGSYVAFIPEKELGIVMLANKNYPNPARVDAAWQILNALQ
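AmpC (5.3 nM in the dispensed reagent) in 20 mM phosphate pH 7.0 with 0.01% (detergent screen) or 0.0001% Triton X-100 was preincubated with compounds for 15 min at room temperature. Nitrocefin was then added from an 800 uM solution, and hydrolysis was followed at 480 nm.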
Cycloheximide cs = Cycloheximide Counterscreen for Small Molecule Inhibitors of Shiga Toxin | AID 2314, 2010 | cell reporter, cycloheximide protein synthesis inhibition counterscreen | max response, % | 300,000 tested, 12% active; in the data active = max response mostly above about 13%, no sharp cut-off; inactive = mostly below about 14%; note: read at 38.3 µM for the half of the compounds with a filed dose; 0% is about no effect
HCMV antiviral = qHTS Assay for inhibitors of the human cytomegalovirus (HCMV). HFF cells, HCMV-luciferase reporter, 72 h; hits give low values. activity change, negative = inhibition, % at 57.5 µM. 410,000 tested, 4.5% active; in the data active = activity change below about -60%; inconclusive = no clear call, values can overlap the other calls; inactive = above about -39%; note: % is set by controls: 0 for no effect and ±100 for the full control effect
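HFF cells seeded 16 h at 37C, treated with compounds, infected with luciferase-reporter HCMV at MOI 1 PFU/cell; luciferase read at 72 h post infection, normalized to buffer-only and Salinomycin controls.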
AMA1-RON2 inh = qHTS for Inhibitors of AMA1-RON; Towards Development of Antimalarial Drug Lead: Primary Screen. 360,000 tested, 0.2% active. AlphaScreen AMA1-biotinylated RON2 peptide binding. Potency, µM (titrated, usually from 58.2 µM), without a hit: at the highest dose activity change, negative = inhibition, usual class: inhibitors;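 note: potency is the fitted concentration of half-maximal effect; 0% = vehicle wells and -100% = peptide control; nearly all actives have a fitted effect of over 45% in size; some results filed as inactive show a strong effect at the top dose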
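AMA1 (3D7) with his tag at 25 nM final met compounds first, then biotinylated RON2 peptide at 25 nM; detection used donor plus acceptor beads, 10 µg/mL apiece, read by AlphaScreen after 30 min at room temperature.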
Giardia FBPA inh = qHTS Assay for Inhibitors of Fructose-1,6-bisphosphate Aldolase from Giardia Lamblia; purified Giardia FBPA; AID 2451, 2010; A8B2U2; 290,000 tested, 0.71% active; Potency, µM (top dose mostly 59.6 µM), inactives show at the highest dose activity, negative = inhibition, most hits filed as inhibitors; note: potency is the fitted concentration of half-maximal effect; % is set by controls: 0 for no effect and ±100 for the full control effect; nearly all actives have a fitted effect of over 55% in size
Target sequence (A8B2U2 whole entry, looked up): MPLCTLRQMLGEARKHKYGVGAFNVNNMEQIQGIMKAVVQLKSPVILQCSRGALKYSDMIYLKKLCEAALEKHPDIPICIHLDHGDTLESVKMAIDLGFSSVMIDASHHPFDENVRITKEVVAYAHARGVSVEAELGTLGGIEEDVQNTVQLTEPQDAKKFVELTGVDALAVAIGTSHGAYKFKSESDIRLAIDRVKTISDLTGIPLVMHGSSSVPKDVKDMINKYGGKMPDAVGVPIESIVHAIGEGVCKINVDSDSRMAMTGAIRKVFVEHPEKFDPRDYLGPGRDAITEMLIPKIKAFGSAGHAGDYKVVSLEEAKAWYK
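Giardia FBPA (40 nM reagent) was preincubated 10 min at RT with compound (up to 57.5 uM final), then substrate plus GAPDH/TPI/NAD/arsenate coupling system with diaphorase/resazurin was added; resorufin fluorescence (525/598 nm) was read after 20 min.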
Shiga toxin inh = A qHTS for Small Molecule Inhibitors of Shiga Toxin | inhibition, % at 38.7 µM | 290,000 tested, 9.2% active | Vero cells, Shiga toxin protein synthesis inhibition reporter; in the data active = inhibition mostly above about 28%, no sharp cut-off; inactive = mostly below about 43%; note: 0% is about no effect
AmpC no deterg = qHTS Inhibitors of AmpC Beta-Lactamase (assay without detergent); P00811; AmpC nitrocefin hydrolysis, absorbance 480 nm, 0.0001% Triton; Potency, µM (titrated, usually from 57.1 µM), inactives show at the top dose activity change, negative = inhibition, hits mostly inhibitors; 330,000 tested, 0.52% active;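 note: potency is the fitted concentration of half-maximal effect; plate controls were no compound for no effect and no enzyme for full effect; nearly all actives have a fitted effect of over 20% in size; some results filed as inactive show a strong effect at the top dose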
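AmpC (5.3 nM in the dispensed reagent) in 20 mM phosphate pH 7.0 with 0.01% (detergent screen) or 0.0001% Triton X-100 was preincubated with compounds for 15 min at room temperature. Nitrocefin was then added from an 800 uM solution, and hydrolysis was followed at 480 nm.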
An asterisk follows results filed as active; ? = inconclusive; . = not tested or not shown; & = joins results of further samples; ! = not confirmed by another sample; [ ] = remark or other dose. Unless noted, calls come from the whole dose curve; as a rule, active = well fitted curve in the direction sought with a large enough effect; inconclusive = small, poorly fitted or top-dose-only effect, or another doubt; inactive = no such curve, though single readings can be large; an effect the other way counts as inactive or inconclusive.

compound,AmpC detergent,Cycloheximide cs,HCMV antiviral,AMA1-RON2 inh,Giardia FBPA inh,Shiga toxin inh,AmpC no deterg
COC(=O)C1CCN(C(=O)COC(=O)c2ccc(OC)c(S(=O)(=O)N3CCCc4ccccc43)c2)CC1,-2%,32*,39,0%,-1%,55*,249%[activator]
O=C(CNCc1ccccc1)NC1C2CC3CC(C2)CC1C3 (stereo not given),?,14*,16,-5%,-15%,.,13%
O=C(O)c1ccccc1Nc1ccc2nonc2c1[N+](=O)[O-],1%,-1,?,0%,7%,2,-8%
O=C1CC(N2CCC(n3c(=O)[nH]c4ccccc43)CC2)C(=O)N1c1ccc(F)cc1 (stereo not given),-3%,5,28,-9%,0%,-13,21%
CCc1cc2c(=O)n(-c3ccccc3)c(SCC(=O)O)nc2s1,-4%,-1,-22,17%,13%,-7,-14%
Cc1cc(C)c(C)c(OCC(=O)NCc2nc(-c3ccccc3)no2)c1,-1%,3,4,4%,-5%,-2,30%
CCn1c(Cc2ccccc2)nnc1SCC(=O)Nc1ccc(N)cc1,5%,12,20,-20%,3%,1,-16%
CC(=O)N/C(=C/c1ccccc1)C(=O)NCCO,1%,-3,16,13%,0%,-15,-6%
CCc1ccc(NC(=O)C2CCCN2S(=O)(=O)c2ccc3c(c2)n(C)c(=O)c(=O)n3C)cc1 (stereo not given),-8%&15%,1,?,-2%,0%,3,16%
COc1ccc(-c2nc3ccc(C)cn3c2NCc2ccccc2)cc1SC1CCCCC1,0%,.,.,-20%,.,.,62%[activator]
N=c1c2c(-c3ccccc3)c(-c3ccccc3)n(Cc3ccco3)c2ncn1CCCN1CCOCC1,?,-5,-98*,-10%,-1%,16,181%[activator]
CC(/C=N/NC(=O)c1cc(-c2ccccc2)nc2ccccc12)=C\c1ccco1,-18%,-2,-24,13%,?,-3,-29%
O=C(CCSCCC(=O)NCc1ccco1)NCc1ccco1,-2%,-1,-10,0%,11%,-5,-8%
Cc1c(N)c(=O)n(-c2ccccc2)n1C,-10%,.,?,0%,3%,.,-18%
C=CCn1c(O)c(C(=O)CCCCCC)c(=O)[nH]c1=O,-12%,-4,-17,0%,8%,-13,-28%
CCC(OC(=O)c1cccs1)C(=O)NCc1ccc(C)cc1 (stereo not given),4%,10,?,12%,2%,-28,-14%
COc1ccccc1NC(=O)N1CCN(c2ccccc2F)CC1,?,1,?,-5%,5%,1,-4%
CN(C(=O)COC(=O)Cc1c(Cl)cccc1Cl)c1c(N)n(Cc2ccccc2)c(=O)[nH]c1=O,-10%,.,-16,1%,.,.,7%
COc1ccc(N2CC(O)=C(c3nc4ccccc4s3)C2=N)cc1,10%,20*,-2,14%,20%,68,-16%
COc1ccc(N2C(=O)CC(N3CCN(c4ccccc4OC)CC3)C2=O)cc1 (stereo not given),-6%,-4,46,4%,9%,.,13%
CC(C)C(=O)NC(c1ccco1)c1c(O)ccc2ccccc12 (stereo not given),-2%,-5,19,-8%,-8%,-17,-18%
CC(C)Oc1ccc(C(=O)NC2CCN(Cc3ccccc3)CC2)cc1,?,-1,?,7%,20%,4,-3%
O=C(NC(=O)c1c(F)cccc1F)Nc1ccccc1SC(F)F,0%,11*,-17,4%,-4%,28,-19%
CCc1nnc(NC(=O)C2CCN(c3nc(C)cc(C)n3)CC2)s1,?,-8,-7,-17%,1%,-18,-8%
O=C(NC1CC1)c1c[nH]c2ccc(S(=O)(=O)Nc3cccc(C(F)(F)F)c3)cc2c1=O,3%,-5,-14,-11%,5%,-17,-28%
CNC(=O)COc1ncnc2sccc12,-10%,13,-3,1%,0%,-2,-9%
O=C(NCCC1=CCCCC1)C1CCN(S(=O)(=O)c2cnc[nH]2)CC1,2%,-2,-3,-11%,-15%,-8,-8%
O=C(CNC(=O)C1CCCCC1)Nc1cc(Cl)cc(Cl)c1,1%,-2,3,-5%,-4%,-8,-13%
Cc1ccc(-c2ccc(SCC(=O)NCC3CCCO3)nn2)cc1 (stereo not given),-4%,16,-20,-3%,-2%,36,-10%
Nc1c([N+](=O)[O-])cnnc1-c1ccccc1,-4%,-1,-16,0%,3%,16,-41%
c1cnn(-c2nc(N3CCOCC3)nc(N3CCOCC3)n2)c1,?,-4,19,-24%,2%,-30,-13%
COc1ccc(/C=N/NC(=O)C(=O)Nc2ccccn2)cc1OC,?,-3,28,-6%,-3%,-12,-16%
O=C1C(=O)c2ccccc2-c2ccccc21,-4%,-12,-101*,-20%,0.14µM*,-41,-18%
O=C(NCCCO)/C(=C/c1ccco1)NC(=O)c1ccc(Br)o1,?,-1,7,-6%,-21%,19,-6%
c1ccc(OCc2nc3c4c(ncn3n2)-c2ccccc2CC42CCCC2)cc1,-10%,-2,?,13%,-1%,-4,-14%
COc1cc2c(cc1C=O)OC(C)C2 (stereo not given),7%,-3,-24,-1%,0%,-14,-16%
CON/C=C(\C=Nc1ccc(F)cc1)c1ncc(C(F)(F)F)cc1Cl,-13%,2,12,1%,-10%,-6,-24%
COc1ccnc2c1c(=O)n(Cc1c(F)cccc1Cl)c(=O)n2C,-11%,-4,-12,-3%,7%,-7,-2%
COC(=O)c1cc(NC(=O)CN(C)C2CCS(=O)(=O)C2)cc(C(=O)OC)c1 (stereo not given),.,.,34,-19%,.,.,-16%
COc1ccc(/C=N/NC(=O)c2ccc3c(c2)OCCO3)cc1[N+](=O)[O-],0%,-1,-22,-19%,5%,-2,-19%
CC(NC(=O)c1ccc(NS(C)(=O)=O)cc1)c1ccccc1 (stereo not given),?,-1,9,9%,1%,-13,-13%
Cc1ccc(C(C(=O)NCc2ccco2)N(C(=O)CNC(=O)c2cccs2)c2c(C)cc(C)cc2C)cc1 (stereo not given),4%,29*,-78*,5%,0%,35,2%
COc1ccc(OC)c(NC(=O)CN2C(=O)C(C)N(c3ccc(C)cc3)C2=O)c1 (stereo not given),3%,.,-10,0%,.,.,15%
O=C(NCc1ccccn1)c1cnc2sccn2c1=O,4%,-3,9,45%[activator],-1%,-12,-16%
Cc1ccc(C(=O)Nc2ncc3c(Cl)cccc3n2)cc1,-3%,-5,-90*,-1%,-9%,-18,-23%
COc1ccc(Nc2nc(N3CCN(S(C)(=O)=O)CC3)nc3ccccc23)c(OC)c1,?,2,13,-3%,7%,-8,85%[activator]
CCCCCCCCCCC(C)=O,.,-5,.,.,8%,-6,.
Cc1oc(CC(C)C)cc1C(=O)NCCCC(=O)O,-2%,-2,81,-2%,0%,12,-19%
O=C(CSc1nnc(NC(=O)C2CCC2)s1)Nc1ccc(N2CCOCC2)cc1,-7%,-1,-108*,3%,-2%,-8,-22%
CCC(C)(C)C1CCc2c(sc(NC(=O)c3ccccc3C(=O)O)c2C#N)C1 (stereo not given),?,3,?,-9%,17%,6,-20%

Compound profiles (already shown).
Record of COc1cc2c(cc1C=O)OC(C)C2 (stereo not given) = AmpC detergent = 7%; Cycloheximide cs = -3; HCMV antiviral = -24; AMA1-RON2 inh = -1%; Giardia FBPA inh = 0%; Shiga toxin inh = -14; AmpC no deterg = -16%
Record of O=C(CSc1nnc(NC(=O)C2CCC2)s1)Nc1ccc(N2CCOCC2)cc1 = AmpC detergent = -7%; Cycloheximide cs = -1; HCMV antiviral = -108*; AMA1-RON2 inh = 3%; Giardia FBPA inh = -2%; Shiga toxin inh = -8; AmpC no deterg = -22%

Going on with the list.
compound,AmpC detergent,Cycloheximide cs,HCMV antiviral,AMA1-RON2 inh,Giardia FBPA inh,Shiga toxin inh,AmpC no deterg
CN(C)CCOC(=O)Cc1ccc(Cl)cc1,-9%,10,84,-8%,-18%,-31,-7%
Nc1nnc(SCc2cc3c(cc2Cl)OCO3)s1,?,10,-8,0%,0%,-2,-20%
Cc1ccc2[nH]c(=O)c(CN(CC3CCCO3)C(=O)c3ccco3)cc2c1 (stereo not given),?,-1,.,.,0%,-5,-12%
O=C(NCc1ccccc1)c1ccc(-c2ccccc2C(F)(F)F)o1,-6%,37*!,34,5%,-6%[89.2 µM],11,-6%
COc1ccc(C(=O)OCC(=O)NC(=O)NC2CCCC2)c(OC)c1,?,13,36,1%,0%,17,6%
CS(=O)(=O)N1CCn2c1nc1ccccc12,2%,-3,8,5%,-2%,19,-6%
Cc1cccc(N2C(N)=C(C#N)C(C#N)(C#N)C2c2ccccc2)c1 (stereo not given),8%,1,-14,-2%,-7%,10,.
Cn1cnnc1SCC(=O)NC(=O)NC1CCCC1,-14%,-2,-4,15%,4%,-16,-15%
O=C(NCCCN1CCCC1=O)c1ccc2c(c1)ncn2C1CCCCC1,0%,-4,17,0%,2%,-12,1%
O=C(NNS(=O)(=O)c1ccc(F)c(Cl)c1)c1cccc(S(=O)(=O)N2CCOCC2)c1,?,-1,5,6%,-24%,1,-18%
CCN(CC)c1ccc(/C=N/OC(C)C(=O)Nc2ccc(C)cc2)cc1 (stereo not given),?,-2,?,?,-3%,-14,-9%
CCC1Oc2ccccc2N(CC(=O)NCCCN2CCCC2)C1=O (stereo not given),-4%,-3,-4,-17%,-19%,-15,41%[activator]
Cn1cc(C=C2C(=O)OC3(CCCCC3)OC2=O)c2ccccc21,-5%,-2,68,1%,-4%,-4,-4%
COc1ccc(N(C(=O)/C=C/c2ccc(OC)c(OC)c2)C2=CC3CCC(C2)N3C)cc1 (stereo not given),3%,-4,?,2%,0%,-12,52%
